aGlu spleen mod: inhibitors or activators of human alpha-glucosidase in spleen homogenate. P10253. human spleen homogenate, 4-MU-alpha-glucoside fluorescence. Potency, µM (doses to about 79.9 µM), for inactives: at the top dose activity change, negative = inhibition, hits mostly inhibitors. 240,000 compounds, 0.006% hits. AID 2112;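 also: potency is read from the fitted curve at half-maximal effect; 0% = enzyme with vehicle and -100% = no enzyme basal signal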
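Human spleen homogenate (1 ug) incubated with compounds and 1 mM 4-methylumbelliferyl-alpha-D-glucopyranoside in pH 5.0 citrate/phosphate buffer, 37 C, 40 min. Stopped at pH 10; 4-MU fluorescence (Ex 365/Em 440 nm); AC50 by Hill fit.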
CBFb RUNX1 block: blocks binding between human CBF-beta and RUNX1. Q01196+Q13951. AlphaScreen CBFb-His/RUNX1-biotin binding, biochemical. Potency, µM (top dose mostly 59.8 µM), for inactives: top-dose activity, negative = inhibition, usual class: inhibitors. 230,000 tested, under 10 active. AID 1477; also: % of control where 0% means no effect
Target sequence (Q01196 whole entry, looked up): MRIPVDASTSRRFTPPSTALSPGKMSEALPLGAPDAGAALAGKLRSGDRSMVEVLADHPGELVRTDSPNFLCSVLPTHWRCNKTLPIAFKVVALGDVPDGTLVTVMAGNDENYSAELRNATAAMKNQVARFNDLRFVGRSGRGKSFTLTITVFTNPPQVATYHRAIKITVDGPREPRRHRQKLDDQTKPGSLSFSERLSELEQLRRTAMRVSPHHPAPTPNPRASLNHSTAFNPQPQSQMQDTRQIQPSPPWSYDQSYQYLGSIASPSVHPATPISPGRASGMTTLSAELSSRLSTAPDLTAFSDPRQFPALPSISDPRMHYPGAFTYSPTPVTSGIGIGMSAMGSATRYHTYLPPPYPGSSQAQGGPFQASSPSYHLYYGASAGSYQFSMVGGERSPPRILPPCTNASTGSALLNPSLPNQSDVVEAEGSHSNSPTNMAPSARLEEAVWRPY
Target sequence (Q13951 whole entry, looked up): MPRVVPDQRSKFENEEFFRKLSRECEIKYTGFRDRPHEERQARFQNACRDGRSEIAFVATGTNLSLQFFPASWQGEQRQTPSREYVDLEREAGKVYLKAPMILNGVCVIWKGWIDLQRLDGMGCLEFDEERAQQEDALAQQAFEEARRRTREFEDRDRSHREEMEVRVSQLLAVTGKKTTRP
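AlphaScreen binding: CBFb-His and RUNX1-biotin (30 nM each) preincubated 20 min, compound added for 15 min, then nickel and streptavidin beads for 90 min, all at room temperature. Disruption of the interaction by any mechanism counts as activity.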
* hit, by the source's call; ? = inconclusive; & = joins results of further samples. Calls follow the shape of the dose curve; as a rule, active = well fitted curve in the direction sought with a large enough effect; inconclusive = small, poorly fitted or top-dose-only effect, or another doubt; inactive = no such curve, though single readings can be large; an effect the other way counts as inactive or inconclusive.

SMILES | aGlu spleen mod | CBFb RUNX1 block
C[C@@H]1OC(Oc2ccccc2-c2cc(=O)c3c(O)cc(O)c([C@@H]4O[C@H](CO)[C@@H](O)[C@H](O)[C@H]4O)c3o2)[C@H](O)[C@H](O)[C@H]1O (stereo not given in full) | 0% | 12%
CCCC1OC2CC3C4CCC5=CC(=O)C=CC5(C)C4C(O)CC3(C)C2(C(=O)CO)O1 (stereo not given) | 2% | 15%
CC1CC=CC2C1C(=O)N(Cc1ccccc1)C2c1ccc2ccccc2c1Br (stereo not given) | -3% | 20%
OCCc1ccccc1 | 2% | -10%
CSCC[C@H](NC(=O)[C@H](CC(C)C)NC(=O)[C@H](Cc1c[nH]c2ccccc12)NC(=O)[C@H](CCC(N)=O)NC(=O)[C@@H](NC(=O)[C@H](Cc1ccccc1)NC(=O)[C@H](CC(=O)O)NC(=O)[C@H](CCC(N)=O)NC(=O)[C@H](C)NC(=O)[C@H](CCCNC(=N)N)NC(=O)[C@H](CCCNC(=N)N)NC(=O)[C@H](CO)NC(=O)[C@H](CC(=O)O)NC(=O)[C@H](CC(C)C)NC(=O)[C@H](Cc1ccc(O)cc1)NC(=O)[C@H](CCCCN)NC(=O)[C@H](CO)NC(=O)[C@H](Cc1ccc(O)cc1)NC(=O)[C@H](CC(=O)O)NC(=O)[C@H](CO)NC(=O)[C@@H](NC(=O)[C@H](Cc1ccccc1)NC(=O)[C@@H](NC(=O)CNC(=O)[C@H](CCC(N)=O)NC(=O)[C@H](CO)NC(=O)[C@@H](N)Cc1cnc[nH]1)[C@@H](C)O)[C@@H](C)O)C(C)C)C(=O)N[C@@H](CC(N)=O)C(=O)N[C@H](C(=O)O)[C@@H](C)O | 5% | 12%
CC1CC=CC2C1C(=O)N(Cc1ccccc1)C2c1ccc(/C=C/c2ccccc2)cc1F (stereo not given) | -6% | 22%
C[C@@H]1[C@@H](Sc2ccccc2)CC(=O)O[C@@H]1c1ccc(-c2ccccc2)cc1 | 5% | ?
CCC1CC=CC2C1C(=O)N(Cc1ccccc1)C2c1cccc([N+](=O)[O-])c1 (stereo not given) | -9% | -5%
CC[C@H](NC(=O)[C@H](CCC(=O)O)NC(=O)[C@H](CCC(=O)O)NC(=O)[C@H](CC(=O)O[S+](=O)([O-])c1cccc2c(NCCN)cccc12)NC(=O)[C@H](CCC(=O)O)NC(=O)[C@H](CC(=O)O)NC(C)=O)C(=O)ON[C@@H](C)C(=O)N[C@@H](CO)C(=O)N[C@@H](CCCCNC(=O)c1ccc(N=Nc2ccc(N(C)C)cc2)cc1)C(N)=O | 0% | 5%
O=c1ccc2ccccc2[nH]1 | 4% | 20%
CCCCC(=O)N1C/C=C\C(c2ccc(OC)cc2)N(Cc2ccc(F)cc2)C(=O)C1C (stereo not given) | 3% | 10%
CN(C)c1ccc(-c2cc(C3C4C=CCCC4(C)C(=O)N3Cc3ccccc3)ccc2F)cc1 (stereo not given) | -4% | ?
C=C1CCN(C(CC(C)C)C(=O)NN2CCOCC2)S(=O)(=O)c2ccccc21 (stereo not given) | -5% | ?
CC(=O)C(=O)O | -5% | 12%
Cc1cccc(CN2CC34CCC(CC3S2(=O)=O)O4)c1 (stereo not given) | -1% | 5%
O=C(c1ccc(OCCCc2cnc[nH]2)cc1)C1CC1 | -2%&0% | -1%&-6%
C[C@H](NC(=O)[C@@H](N)Cc1ccc(O)cc1)C(=O)NCC(=O)N[C@H]1CSSC[C@@H](C(=O)O)NC(=O)[C@H](CO)NC(=O)[C@H]([C@@H](C)O)NC(=O)[C@H](Cc2ccccc2)NC(=O)[C@H]([C@@H](C)O)NC(=O)[C@H](CCCCN)NC(=O)[C@@H](Cc2c[nH]c3ccccc23)NC(=O)[C@H](Cc2ccccc2)NC(=O)[C@H](Cc2ccccc2)NC(=O)[C@H](CC(N)=O)NC(=O)[C@H](CCCCN)NC1=O | 4% | -2%
C=C1C=CS(=O)(=O)N(C(C)C(=O)OC)C1 (stereo not given) | -2% | -15%
COc1cc(C(=O)O[C@H]2C/C(C)=C/CC/C(C)=C/[C@@H](O)C2C(C)C)ccc1O (stereo not given in full) | -9% | 22%
COc1ccc(C=C2c3ccccc3C(=O)c3ccccc32)cc1O | 6% | ?
CN1C(=O)CC2(C=CC(=O)C=C2OC(=O)c2ccccc2)c2ccccc21 (stereo not given) | -1% | 10%
CC(C)C[C@H](NC(=O)[C@H](Cc1cnc[nH]1)NC(=O)[C@@H](N)Cc1cnc[nH]1)C(=O)NCC(=O)NCC(=O)N[C@@H](C)C(=O)N[C@@H](CCCCN)C(=O)N[C@@H](CCC(N)=O)C(=O)N[C@@H](C)C(=O)NCC(=O)N[C@@H](CC(=O)O)C(=O)N[C@H](C(=O)O)C(C)C | -2% | 3%
COC(=O)[C@@H]1OC(c2ccccc2)O[C@H]1C(=O)OC | -2% | 14%
CC[C@H](C)[C@H](NC(=O)[C@H](CC(C)C)NC(=O)[C@H](CC(N)=O)NC(=O)[C@@H](NC(=O)[C@@H](N)Cc1ccc(O)cc1)[C@@H](C)CC)C(=O)N[C@@H](Cc1ccc(O)cc1)C(=O)N[C@@H](CCCN=C(N)N)C(=O)N[C@@H](CC(C)C)C(=O)N[C@@H](CCCN=C(N)N)C(=O)N[C@@H](Cc1ccc(O)cc1)C(N)=O | -7% | 13%
Nc1ccccc1C(=O)/C=C/c1ccccc1 | -2% | -4%
CCCCC1CCCOC(C(=O)NCCNCCO)(C(F)(F)F)C1 (stereo not given) | -4% | 3%
CC(C)(C)OC(=O)NC(Cc1ccccc1)C(O)c1ccco1 (stereo not given) | 0% | 19%
CC[C@H](C)[C@H](NC(=O)[C@H](CCC(=O)O)NC(=O)[C@@H](N)CO)C(=O)N[C@@H](CCC(N)=O)C(=O)N[C@@H](CC(C)C)C(=O)N[C@@H](CCSC)C(=O)N[C@@H](Cc1cnc[nH]1)C(=O)N[C@@H](CC(N)=O)C(=O)N[C@@H](CC(C)C)C(=O)NCC(=O)N[C@@H](CCCCN)C(=O)N[C@@H](Cc1cnc[nH]1)C(=O)N[C@@H](CC(C)C)C(=O)N[C@@H](C)C(=O)N[C@@H](CO)C(=O)N[C@H](C(=O)N[C@@H](CCC(=O)O)C(=O)N[C@@H](CCCNC(=N)N)C(=O)N[C@@H](CCSC)C(=O)N[C@@H](CCC(N)=O)C(=O)N[C@@H](Cc1c[nH]c2ccccc12)C(=O)N[C@@H](CC(C)C)C(=O)N[C@@H](CCCNC(=N)N)C(=O)N[C@@H](CCCCN)C(=O)N[C@@H](CCCCN)C(=O)N[C@@H](CC(C)C)C(=O)N[C@@H](CCC(N)=O)C(=O)N[C@@H](CC(=O)O)C(=O)N[C@H](C(=O)N[C@@H](Cc1cnc[nH]1)C(=O)N[C@@H](CC(N)=O)C(=O)N[C@@H](Cc1ccccc1)C(=O)O)C(C)C)C(C)C | 5% | 10%
C=C1CCN(C(Cc2ccccc2)C(=O)N2CCOCC2)S(=O)(=O)c2ccccc21 (stereo not given) | -7% | 7%
CCCCCCCCCCOc1cc(OCCCCCCCCCC)cc(N(CC(=O)O)CC(=O)O)c1 | 2% | 29%
CC(C)(C)OC(=O)N[C@@H](Cc1c[nH]c2ccccc12)C(=O)O | 0% | 17%
CC(=O)OCC(NC(=O)C(CCCCNC(=O)OCc1ccccc1)NC(=O)OC(C)(C)C)C1OC(n2cc(C)c(=O)[nH]c2=O)C(OC(C)=O)C1OC(C)=O (stereo not given) | -7% | 20%
Cc1ccc(CNc2ncnc3ccc(-c4c(C)noc4C)cc23)o1 | -4% | -6%
COc1ccc(Nc2nccc(NCCO)n2)cc1 | -5% | 3%
O=C(O)COc1ccc2ccccc2c1 | -2% | 5%
C=C1CC2C(=O)N(Cc3cc(OC)ccc3OC)C(C(=O)OCC)(C(=O)OCC)C1N2C(=O)OC(C)(C)C (stereo not given) | -3% | 18%

No new results follow: eleven of the compounds above.
SMILES | aGlu spleen mod | CBFb RUNX1 block
COC(=O)[C@@H]1OC(c2ccccc2)O[C@H]1C(=O)OC | -2% | 14%
CC[C@H](C)[C@H](NC(=O)[C@H](CC(C)C)NC(=O)[C@H](CC(N)=O)NC(=O)[C@@H](NC(=O)[C@@H](N)Cc1ccc(O)cc1)[C@@H](C)CC)C(=O)N[C@@H](Cc1ccc(O)cc1)C(=O)N[C@@H](CCCN=C(N)N)C(=O)N[C@@H](CC(C)C)C(=O)N[C@@H](CCCN=C(N)N)C(=O)N[C@@H](Cc1ccc(O)cc1)C(N)=O | -7% | 13%
Nc1ccccc1C(=O)/C=C/c1ccccc1 | -2% | -4%
CCCCC1CCCOC(C(=O)NCCNCCO)(C(F)(F)F)C1 (stereo not given) | -4% | 3%
CC(C)(C)OC(=O)NC(Cc1ccccc1)C(O)c1ccco1 (stereo not given) | 0% | 19%
CC[C@H](C)[C@H](NC(=O)[C@H](CCC(=O)O)NC(=O)[C@@H](N)CO)C(=O)N[C@@H](CCC(N)=O)C(=O)N[C@@H](CC(C)C)C(=O)N[C@@H](CCSC)C(=O)N[C@@H](Cc1cnc[nH]1)C(=O)N[C@@H](CC(N)=O)C(=O)N[C@@H](CC(C)C)C(=O)NCC(=O)N[C@@H](CCCCN)C(=O)N[C@@H](Cc1cnc[nH]1)C(=O)N[C@@H](CC(C)C)C(=O)N[C@@H](C)C(=O)N[C@@H](CO)C(=O)N[C@H](C(=O)N[C@@H](CCC(=O)O)C(=O)N[C@@H](CCCNC(=N)N)C(=O)N[C@@H](CCSC)C(=O)N[C@@H](CCC(N)=O)C(=O)N[C@@H](Cc1c[nH]c2ccccc12)C(=O)N[C@@H](CC(C)C)C(=O)N[C@@H](CCCNC(=N)N)C(=O)N[C@@H](CCCCN)C(=O)N[C@@H](CCCCN)C(=O)N[C@@H](CC(C)C)C(=O)N[C@@H](CCC(N)=O)C(=O)N[C@@H](CC(=O)O)C(=O)N[C@H](C(=O)N[C@@H](Cc1cnc[nH]1)C(=O)N[C@@H](CC(N)=O)C(=O)N[C@@H](Cc1ccccc1)C(=O)O)C(C)C)C(C)C | 5% | 10%
C=C1CCN(C(Cc2ccccc2)C(=O)N2CCOCC2)S(=O)(=O)c2ccccc21 (stereo not given) | -7% | 7%
CCCCCCCCCCOc1cc(OCCCCCCCCCC)cc(N(CC(=O)O)CC(=O)O)c1 | 2% | 29%
CC(C)(C)OC(=O)N[C@@H](Cc1c[nH]c2ccccc12)C(=O)O | 0% | 17%
CC(=O)OCC(NC(=O)C(CCCCNC(=O)OCc1ccccc1)NC(=O)OC(C)(C)C)C1OC(n2cc(C)c(=O)[nH]c2=O)C(OC(C)=O)C1OC(C)=O (stereo not given) | -7% | 20%
Cc1ccc(CNc2ncnc3ccc(-c4c(C)noc4C)cc23)o1 | -4% | -6%

The list goes on:
SMILES | aGlu spleen mod | CBFb RUNX1 block
C=C(C)C(=O)/C=C/c1ccc(C(F)(F)F)cc1 | 2% | 4%
COc1ccc(C2C=C3CN(C(=O)OC(C)(C)C)S(=O)(=O)C3CC2OC(=O)c2cccc(C)c2)cc1 (stereo not given) | 1% | 0%
O=C(O)c1cc(Oc2ccc([N+](=O)[O-])cc2)cc(Oc2ccc([N+](=O)[O-])cc2)c1 | 8% | -7%
COc1ccc(Br)cc1C1C2C=CCC(C)C2C(=O)N1Cc1ccccc1 (stereo not given) | -1% | 6%
COC(=O)C1=C[C@@H](C(=O)OC)C2C3=C(C(=O)C24CCCCC4)[C@H](C)n2c(=O)n(C)c(=O)n2[C@@H]3C1 (stereo not given in full) | -6% | 16%
COc1ccc2c(c1)O[C@H](c1ccc3c(c1)OCO3)[C@@H](OC(=O)NS(=O)(=O)c1ccc(C)cc1)C2=O | -5% | 3%
COc1cccc([C@@H]2Oc3ccc(OC)cc3C(=O)[C@H]2OC(=O)NC2CCCC2)c1 | 3% | -2%

Compound activity: PubChem BioAssay, National Center for Advancing Translational Sciences (NCATS)

An excerpt, so the mix of outcomes need not match the whole.
